VLA-4 inh – inhibition in human VLA-4 binding assay, primary screen, VLA-4 allosteric modulator project, MLPCN library, flow cytometry, VLA-4 expressing cells. ligand binding flow cytometry. inhibition, % (about 7 µM as worked out from the volumes in the protocol). 330,000 compounds, 0.2% hits; in the data active means inhibition above about 50%
MCL1-BIM inh – inhibitors of MCL1 binding to BIM-BH3, primary screen, biochemical, fluorescence polarization | Induced myeloid leukemia cell differentiation protein Mcl-1 (Homo sapiens), Q07820 | GST-MCL1 / FITC-Bim-BH3 fluorescence polarization | inhibition, % at 10.9 µM | 320,000 compounds, 0.68% hits | AID 2057, 2009;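 active means inhibition above the mean inhibition of all tested compounds plus 3 SD, set per campaign, cut at about 40% in these data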;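 further: 0% = DMSO wells and 100% = unlabeled Bim-BH3 peptide control; higher means more loss of mP so more displacement of Bim peptide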
Target sequence (Q07820 whole entry, looked up): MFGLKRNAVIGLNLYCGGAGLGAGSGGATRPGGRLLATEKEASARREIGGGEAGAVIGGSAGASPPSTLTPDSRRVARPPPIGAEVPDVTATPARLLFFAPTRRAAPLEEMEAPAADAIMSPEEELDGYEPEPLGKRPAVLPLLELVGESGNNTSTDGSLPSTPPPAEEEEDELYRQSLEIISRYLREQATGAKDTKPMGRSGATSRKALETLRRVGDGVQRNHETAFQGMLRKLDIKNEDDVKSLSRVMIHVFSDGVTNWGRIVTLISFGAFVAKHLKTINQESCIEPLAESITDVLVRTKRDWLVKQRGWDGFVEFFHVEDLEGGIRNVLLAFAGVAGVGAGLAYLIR
Fam108B counter – mouse Fam108B serine hydrolase inhibitors, primary screen, counter-screen for RBBP9 inhibitor project, biochemical, fluorescence polarization; inhibition, % at 9.51 µM; AID 1947, 2009; recombinant Fam108B, FP-Rh probe fluorescence polarization; 300,000 compounds, 0.33% hits;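 active means inhibition above the screen mean inhibition plus 3 SD, computed separately per campaign, cut at about 18% in these data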;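 further: inhibitors lower polarization as less probe binds the enzyme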
GRK2 inh – compounds blocking aptamer binding on GRK2 – biochemical, human GRK2, bead flow cytometry, HTS, primary screen; FAM-aptamer displacement from GRK2; AID 488847, 2010; inhibition of aptamer binding, % at 10 µM; Beta-adrenergic receptor kinase 1 (Homo sapiens), P25098; 330,000 compounds, 0.59% hits;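 active means inhibition of aptamer binding above 40%, roughly 3 SD of noise, on plates passing a quality check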;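 further: median bead fluorescence of bound FAM aptamer so fluorescent compounds give negative values; no value below 0 was filed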
Target sequence (P25098 whole entry, looked up): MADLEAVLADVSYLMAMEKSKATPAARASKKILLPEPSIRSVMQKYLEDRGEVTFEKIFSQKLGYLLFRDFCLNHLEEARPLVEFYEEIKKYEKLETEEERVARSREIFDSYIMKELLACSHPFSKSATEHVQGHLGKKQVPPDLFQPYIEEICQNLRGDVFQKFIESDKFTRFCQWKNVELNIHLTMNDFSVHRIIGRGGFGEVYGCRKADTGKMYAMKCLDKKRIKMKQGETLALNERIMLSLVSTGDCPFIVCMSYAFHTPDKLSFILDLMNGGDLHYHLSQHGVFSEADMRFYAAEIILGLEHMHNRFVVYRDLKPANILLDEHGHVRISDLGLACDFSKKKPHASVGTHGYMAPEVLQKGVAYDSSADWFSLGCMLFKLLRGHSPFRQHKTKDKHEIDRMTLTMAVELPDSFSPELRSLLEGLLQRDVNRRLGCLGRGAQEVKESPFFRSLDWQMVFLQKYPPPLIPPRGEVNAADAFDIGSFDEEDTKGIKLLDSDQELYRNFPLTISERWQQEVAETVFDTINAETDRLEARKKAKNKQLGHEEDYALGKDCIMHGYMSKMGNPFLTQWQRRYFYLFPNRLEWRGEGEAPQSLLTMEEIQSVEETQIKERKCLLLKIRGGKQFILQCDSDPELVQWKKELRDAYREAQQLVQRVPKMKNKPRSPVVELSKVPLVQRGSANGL
MEX-5 binding – MEX-5 zinc finger RNA-binding disruptors – biochemical, C. elegans, fluorescence polarization, MLPCN library, primary screen; 300,000 compounds, 0.38% hits; MEX-5/FITC-TCR2 RNA binding; hits give low values; activity score (negative = inhibition of binding), % at 10 µM;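 active means inhibition past about -25% in most replicates, and total fluorescence under double the plate's negative control median, limit read from the data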;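 further: 0% = DMSO and -100% = 5 µM competing unlabeled TCR2 RNA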
Efflux pump mplx – inhibitors of Candida efflux pumps in yeast, primary screen, S. cerevisiae, Nile Red, multiplex; 330,000 compounds, 0.44% hits; inhibition, % at 10 µM; S. cerevisiae Candida pump triplex;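 active means plate passing quality check with inhibition over a set limit, or well fluorescence over plate mean plus 4 SD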;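 further: Nile Red retained in pooled yeast measured as flow cytometry median fluorescence; 0% = buffer negative control and 100% = Enniatin B positive control; higher means more Nile Red kept so more efflux inhibition; some compounds called inactive have numbers as strong as hits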
PME-1 primary – PME-1 inhibitors via competitive probe labeling, primary screen, biochemical, fluorescence polarization, FP-Rh probe, HTS. inhibition, % at 5.9 µM. AID 2130, 2009. 320,000 compounds, 0.53% hits. Protein phosphatase methylesterase 1 (Homo sapiens), Q9Y570. recombinant PME-1;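 active means inhibition above the campaign mean of all compounds plus 3 SD, cut at about 26% in these data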;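 further: competitive labeling of PME-1 active site by serine hydrolase directed probe; 0% = PME-1 with DMSO and 100% = wells lacking PME-1 enzyme; inhibitors block probe labeling so polarization falls and inhibition rises; many of its hits are not listed in these tables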
GLD-1 TGE inh – GLD-1/TGE RNA complex disruptors, primary screen, biochemical, fluorescence polarization. Female germline-specific tumor suppressor gld-1 (Caenorhabditis elegans), Q17339. purified GLD-1 + fluorescein TGE RNA. inhibition, % at 5.96 µM. 320,000 compounds, 0.44% hits;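 active means percent inhibition above a per-plate cutoff, the plate mean of test compounds plus 3 SD, cut at about 30% in these data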;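 further: 0% = DMSO wells with GLD-1 and probe and 100% = wells lacking GLD-1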
Bcl-xL primary – inhibitors of human Bcl-xL, primary screen, biochemical, fluorescence polarization, HTS | Bcl-2-like protein 1 (Homo sapiens), Q07817 | GST-Bcl-xL / FITC-Bim BH3 peptide fluorescence polarization | inhibition, % at 10.9 µM | 320,000 compounds, 0.7% hits | AID 2129, 2009;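 active means inhibition above the mean of all tested compounds plus 3 SD, cutoff set per campaign, cut at about 30% in these data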;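 further: 0% = DMSO wells and 100% = unlabeled Bim-BH3 peptide competitor; inhibitors lower millipolarization by displacing the labeled peptide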
* marks the source's active call; other numbers are inactive results; . = no result given. An excerpt, so the mix of outcomes need not match the whole.

The line under a structure holds: VLA-4 inh	MCL1-BIM inh	Fam108B counter	GRK2 inh	MEX-5 binding	Efflux pump mplx	PME-1 primary	GLD-1 TGE inh	Bcl-xL primary
CCc1nc2sc3c(c2c(=O)n1NC(=O)CCl)CCCC3
 : -9	2	2	0	1.4	-0.1	5	3	-1
CS(=O)(=O)N(CC(=O)Nc1ccc2c(c1)OCO2)Cc1ccccc1
 : 18	12	0	1	1.1	-0.2	1	5	5
COc1ccc(-c2c(C)nn3c(N4CCC(C(=O)NCCN(C)C)CC4)cc(C)nc23)cc1OC
 : -2	12	5	0	0.3	0.1	2	-6	8
COc1cc(/C=C(\C#N)C(=O)NC(C)C)ccc1OCc1ccc(C(=O)O)cc1
 : 7	6	-3	1	-4.0	0.0	-1	1	10
O=C(CN1CCN(C(=O)c2cccc(F)c2)CC1)NC1CCCCC1
 : 4	-4	0	0	0.8	-0.1	-2	5	10
C=CC[N+]1(CC(=O)NCc2ccc(NC(C)=O)cc2)CCOCC1
 : 2	-2	0	1	4.2	0.3	-7	2	4
Cc1ccc(-c2cc(C(F)F)n3ncc(C(=O)Nc4c(C)nn(Cc5ccccc5Cl)c4C)c3n2)cc1
 : 4	-2	-3	2	-1.0	-0.1	7	2	1
CCCCN(C(=O)c1oc2ccc(OCC)cc2c1C)c1c(N)n(CCCC)c(=O)[nH]c1=O
 : -12	-2	-4	0	-3.8	-0.1	-4	0	0
Cc1ccccc1CSc1ncnc2ccccc12
 : -4	-7	-9	0	.	0.2	-3	3	-4
COc1cccc(C(C)N(C)Cc2nc(COc3ccccc3)no2)c1 (stereo not drawn)
 : 25	4	5	8	0.0	0.3	2	-4	3
Nc1nc2c(ncn2C2C[C@H](O)[C@@H](CO)O2)c(=O)[nH]1 (stereo partly drawn)
 : -1	3	-1	1	0.6	0.0	-1	3	2
O=C(c1cc2ccccc2o1)N1CCN(C/C=C/c2ccccc2)CC1
 : -5	-2	-5	5	-0.1	0.2	-3	-2	-1
COc1ccccc1C(=O)NCC(=O)N1CCN(c2ncccn2)CC1
 : 25	-8	.	0	.	0.1	-4	4	-1
C[C@H](C(=O)O)c1n[nH]c(=O)c2ccccc12
 : -7	1	-2	2	-2.2	0.2	2	0	1
c1ccc2c(Cn3ccnc3)c[nH]c2c1
 : -6	2	1	1	-1.3	-0.1	4	8	4
COCCn1c(SCC(=O)Nc2cccc(S(N)(=O)=O)c2)nc2cc(Cl)ccc2c1=O
 : -5	-10	4	1	1.6	-0.1	-2	-8	5
CCCn1c(SCC(=O)Nc2nnc(C)s2)nnc1C1CC1
 : -6	13	-2	2	1.9	0.0	-13	-4	7
COc1cc(C(=O)N2CCN(c3ccccc3F)CC2)ccc1OCC(=O)N1CCOCC1
 : 14	3	.	2	.	-0.1	1	5	5
O=C(COc1ccccc1)N1CCN(c2ncnc3c2cnn3-c2ccccc2)CC1
 : 15	6	-1	3	1.3	0.1	1	-9	4
COCCn1c(SCCN2CCOCC2)nc2c1c(=O)[nH]c(=O)n2C
 : 8	6	4	2	-0.9	0.0	-2	-2	4
C=CCn1c(SCC(C)=O)nc2sc3c(c2c1=O)CCC3
 : 5	-6	-5	1	-0.2	0.0	-6	4	-1
OC(CSc1c(Cl)cccc1Cl)CN1CCN(c2ccccc2F)CC1 (stereo not drawn)
 : 26	4	4	0	-0.7	0.0	0	-2	4
O=C(OCn1ncc(Cl)c(Cl)c1=O)c1cccc(C(F)(F)F)c1
 : 15	8	-11	2	2.3	-0.1	-8	-4	2
CC(C)Cc1ccc(S(=O)(=O)N2CCOCC2)cc1
 : 22	9	-2	0	1.1	0.0	4	1	7
CC(C)(C)S(=O)(=O)/C(C#N)=N/Nc1ccc(S(N)(=O)=O)cc1
 : 0	-5	-3	3	2.8	0.1	-5	-4	5
CC(C)[C@@H](C(=O)NC1CC1)N1C(=O)N2CCc3c([nH]c4ccccc34)[C@@]2(C)C1=O
 : 20	5	3	3	-1.5	-0.3	2	2	5
Cc1ccc(OCc2nnc(SCC(=O)N3C(C)CCCC3C)o2)cc1 (stereo not drawn)
 : 7	-4	-3	0	-3.4	0.1	-7	4	2
COc1ccc(-n2cnc3cc(C(=O)NCC4CCCO4)ccc32)cc1 (stereo not drawn)
 : -4	-4	0	0	1.9	-0.1	0	1	-3
COc1ccc(CN2C(=O)c3cccc4cccc(c34)C2=O)cc1
 : -15	0	-2	0	.	0.3	-5	5	4
OCCC1CN(Cc2cccc3nonc23)CCN1C1CCCCC1 (stereo not drawn)
 : 3	-1	1	0	-3.1	0.1	-7	8	2
O=C(c1noc2c1CCCC2)N1CCN(c2ccccc2)CC1
 : 2	3	5	0	2.0	0.0	1	5	-2
Cc1cc(NC(=O)COC(=O)COc2ccc(Cl)cc2C)c([N+](=O)[O-])cc1C
 : -12	-5	2	3	-0.8	0.0	-4	1	-3
COc1ccc(NC(=O)CN(C2CCCCC2)S(C)(=O)=O)cc1Cl
 : -14	0	-4	0	-1.4	-0.1	-1	-1	-1
Cc1cc(=O)[nH]c(SCC(=O)Nc2nnc(SCc3ccccc3)s2)n1
 : -4	4	-4	4	1.3	-0.3	0	6	4
O=C(NCCc1ccccc1)C1CCC(=O)N(Cc2cccc(C(F)(F)F)c2)C1 (stereo not drawn)
 : -11	.	.	0	1.8	-0.1	.	.	.
O=C(Nc1cccc(-c2nc3cccnc3s2)c1)c1ccc(Cl)nc1
 : -12	-13	-21	0	-12	0.1	-35	-7	-3
O=C(OCN1C(=O)c2ccccc2C1=O)c1cccc(OC(F)F)c1
 : 0	3	4	3	-1.2	-0.3	7	7	0
Cc1ccc(-n2nc(C)c3c(C)c(CCC(=O)Nc4ccc(CN5CCCC5)cc4)c(C)nc32)cc1
 : 26	-6	-4	0	-2.0	0.1	-11	-5	-5
N#CCCCSc1ncccc1-c1nc2ccccc2[nH]1
 : -6	4	4	7	.	-0.1	-2	1	4
O=C(NC1CCCC1)C(c1ccncc1)N(Cc1cccs1)C(=O)c1csnn1 (stereo not drawn)
 : 3	6	4	6	-1.8	-0.1	2	9	13
Cc1ccsc1/C=C1/CN(C)Cc2c1nc1ccccc1c2C(=O)O
 : -10	16	4	0	-11	-0.1	4	9	16
C=C(C)Cn1c(CCNC(=O)c2ccco2)nc2ccccc21
 : -2	0	0	0	0.4	0.1	9	8	2
COc1ccc(OCCCC(=O)NCCc2ccccc2)cc1
 : 4	2	-1	0	0.5	0.0	3	5	4
COc1cc(C2NC(C(=O)O)Cc3c2[nH]c2ccccc32)cc(OC)c1OC (stereo not drawn)
 : 6	10	0	0	-2.0	0.0	0	0	9
CN(c1ccccc1)S(=O)(=O)c1ccc(C(=O)Nc2nnc(C3CC3)s2)cc1
 : 0	-5	2	3	-0.6	-0.1	-6	6	-5
Cc1cc(NC(=O)CSCC(=O)N(C)Cc2ccc(Cl)c(Cl)c2)no1
 : -11	1	6	0	4.4	-0.2	2	2	13
CCC(=O)N1CCN(c2ccc(NC(=O)c3c(F)c(F)c(OC)c(F)c3F)cc2)CC1
 : -19	4	1	0	-1.4	0.0	0	-1	6
Cc1ccc(-n2cc(CNCCn3nc(C)cc3C)c(-c3ccc(F)cc3)n2)cc1
 : 0	-1	-4	0	-4.9	0.2	11	2	-3
COC(=O)C1=C(C)NC(C)=C(C(=O)OC)C1c1ccc(C)o1
 : 1	0	-1	0	-0.1	-0.1	0	-1	4
O=C(Nc1ccccc1)Nc1ccc2nnsc2c1
 : 14	8	-11	0	0.2	0.1	-7	-1	3
COc1ccc(C(=O)NCc2nnc(SCC(=O)N3CCCC3)o2)cc1OC
 : 12	-3	-6	0	1.2	0.1	4	6	-10
Cc1ccc(S(=O)(=O)N2CCN(CC(=O)N/N=C/c3ccc(Br)s3)CC2)cc1
 : 12	5	-1	0	1.5	-0.2	8	-1	-1
Cc1nn(-c2ccccc2)c(C)c1C(=O)OC(C)C(=O)NC1CCCCC1C (stereo not drawn)
 : -9	-2	.	15	.	0.0	-4	0	-3
CCCNC(=O)C1CCC(CNS(=O)(=O)c2cccc3nsnc23)CC1 (stereo not drawn)
 : -14	-1	0	3	0.8	-0.2	6	-1	-2
COc1ccc([C@@H]2[C@@H]3C(=O)N(C(C)(C)C)C(=O)[C@@H]3[C@]3(Cc4ccc(Cl)cc4)C(=O)N(c4cccc(C)c4)C(=O)N23)cc1
 : 19	-4	-3	5	0.9	0.1	-9	6	-1
COc1ccc(/C=C/c2cc(C(=O)O)c3ccccc3n2)cc1
 : 17	3	0	1	-3.8	0.4	-6	10	6
COc1ccc(C(CNC(=O)c2ccc(S(=O)(=O)Nc3ccccc3C)cc2)N2CCOCC2)cc1 (stereo not drawn)
 : 10	-5	1	0	2.3	0.0	8	3	3
O=C(Nc1ccc(F)cc1)N1CCN(C(=O)C2CCCO2)CC1 (stereo not drawn)
 : 7	0	-3	0	-0.1	0.0	-5	3	5
COc1ccc(NC(=O)CSc2nccc(C)n2)cc1
 : -7	-4	-4	0	1.0	-0.1	-2	-6	0
CC(=O)c1cccc(NC(=O)CN(Cc2ccccc2)S(C)(=O)=O)c1
 : 15	2	4	0	-0.2	0.1	6	-5	2

Later entries.
The line under a structure holds: VLA-4 inh	MCL1-BIM inh	Fam108B counter	GRK2 inh	MEX-5 binding	Efflux pump mplx	PME-1 primary	GLD-1 TGE inh	Bcl-xL primary
COc1ccc(C(C(C(=O)c2ccco2)N2CCOCC2)N2CCOCC2)cc1 (stereo not drawn)
 : -2	0	-1	4	-0.3	0.1	-5	5	6
Cc1cccc(-c2nnc(SCC3CNC(=O)O3)n2-c2ccc(Cl)cc2)c1 (stereo not drawn)
 : 4	-25	0	1	2.2	0.0	3	6	-15
COc1ccc(-c2ccc(OC(=O)NC3CCS(=O)(=O)C3)cc2)cc1 (stereo not drawn)
 : 22	6	-2	3	0.9	0.1	-7	12	3
COC(=O)c1sc(N)c(C(=O)OC)c1COC(=O)C1CC(=O)N(Cc2ccco2)C1 (stereo not drawn)
 : -8	-1	3	4	-1.5	0.0	-4	-1	2
CC(=O)Nc1ccc(S(=O)(=O)NCCC(=O)OC(C)C(=O)c2ccc(C)cc2)cc1 (stereo not drawn)
 : -4	-14	-10	0	-1.3	0.3	3	1	-2
CC(C)CCN(C(=O)Cc1ccccc1F)c1c(N)n(Cc2ccccc2)c(=O)[nH]c1=O
 : 6	3	-1	0	-0.1	0.0	-3	-3	3
O=C(c1cccc(F)c1)N1CCN(S(=O)(=O)Cc2ccccc2)CC1
 : 8	1	0	0	0.6	0.1	-3	-5	0
CCC1(C)CC(c2nc(-c3ccc(OC)cc3)cs2)CCS1 (stereo not drawn)
 : 9	-10	-4	0	0.9	0.0	-2	-4	6
